# KDM5B inhibitor: blocks human KDM5B histone demethylase activity. Q9UGL1. KDM5B demethylase, FDH-coupled NADH fluorescence (FDH is formaldehyde dehydrogenase). Potency, µM (series often up to 57.7 µM), for the others: at the top dose activity change, negative = inhibition, most hits filed as inhibitors. 2.6% of 220,000 active; active = well fitted inhibition curve with a large enough effect; inconclusive = small, poorly fitted or top-dose-only effect; inactive = no such curve, though single readings can be large or run the other way; note: 0% is about no effect; nearly all actives have a fitted effect of over 70% in size
# Target sequence (Q9UGL1 whole entry, looked up): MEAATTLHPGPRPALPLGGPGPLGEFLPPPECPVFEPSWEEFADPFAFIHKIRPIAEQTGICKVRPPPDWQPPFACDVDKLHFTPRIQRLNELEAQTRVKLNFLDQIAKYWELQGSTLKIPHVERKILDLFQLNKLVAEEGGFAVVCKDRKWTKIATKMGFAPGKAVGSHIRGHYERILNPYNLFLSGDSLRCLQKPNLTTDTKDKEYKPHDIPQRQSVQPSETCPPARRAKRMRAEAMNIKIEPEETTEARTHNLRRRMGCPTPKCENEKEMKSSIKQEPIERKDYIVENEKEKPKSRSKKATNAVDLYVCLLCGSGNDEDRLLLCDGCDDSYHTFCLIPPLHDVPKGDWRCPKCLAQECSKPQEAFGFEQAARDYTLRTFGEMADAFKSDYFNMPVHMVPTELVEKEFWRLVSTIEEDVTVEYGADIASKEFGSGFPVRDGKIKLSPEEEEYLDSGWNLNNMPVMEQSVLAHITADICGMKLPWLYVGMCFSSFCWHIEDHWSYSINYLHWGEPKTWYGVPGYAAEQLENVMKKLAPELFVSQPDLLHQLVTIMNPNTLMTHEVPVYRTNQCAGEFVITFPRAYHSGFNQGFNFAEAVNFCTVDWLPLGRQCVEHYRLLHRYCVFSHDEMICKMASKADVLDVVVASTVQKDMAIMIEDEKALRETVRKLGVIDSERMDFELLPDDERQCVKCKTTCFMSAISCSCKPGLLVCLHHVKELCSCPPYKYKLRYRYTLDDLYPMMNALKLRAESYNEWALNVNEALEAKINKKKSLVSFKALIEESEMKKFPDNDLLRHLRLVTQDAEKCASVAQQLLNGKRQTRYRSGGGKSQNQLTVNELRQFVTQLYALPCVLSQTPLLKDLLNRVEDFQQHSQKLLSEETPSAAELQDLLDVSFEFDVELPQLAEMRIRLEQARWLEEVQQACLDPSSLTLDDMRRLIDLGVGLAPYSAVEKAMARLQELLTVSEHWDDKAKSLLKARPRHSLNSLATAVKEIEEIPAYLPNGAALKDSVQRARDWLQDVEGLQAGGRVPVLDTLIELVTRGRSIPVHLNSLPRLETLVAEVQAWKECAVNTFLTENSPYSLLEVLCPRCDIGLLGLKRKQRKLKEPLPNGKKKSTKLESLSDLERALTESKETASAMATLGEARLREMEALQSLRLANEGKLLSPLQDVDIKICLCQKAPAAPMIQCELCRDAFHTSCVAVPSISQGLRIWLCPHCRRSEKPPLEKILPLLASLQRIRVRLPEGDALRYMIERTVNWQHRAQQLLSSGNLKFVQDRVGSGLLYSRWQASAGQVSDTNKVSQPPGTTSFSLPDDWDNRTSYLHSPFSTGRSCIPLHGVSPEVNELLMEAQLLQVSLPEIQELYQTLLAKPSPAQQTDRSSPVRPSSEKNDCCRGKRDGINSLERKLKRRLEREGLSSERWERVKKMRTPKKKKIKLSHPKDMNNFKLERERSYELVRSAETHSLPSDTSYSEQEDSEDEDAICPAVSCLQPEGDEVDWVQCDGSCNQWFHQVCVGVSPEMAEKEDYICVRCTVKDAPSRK
#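 Inhibition is measured as reduced NADH fluorescence generation from FDH coupling to formaldehyde release. Truncated KDM5BΔAP at 200 nM final acts on H3K4me3 peptide (12.5 µM in substrate mix) in pH 7.5 HEPES buffer with Tween-20, 30 min, room temperature.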
# * hit, by the source's call; i = inactive; ? = inconclusive; [ ] = remark or other dose. Potency is the fitted concentration of half-maximal effect.
SMILES,KDM5B inhibitor
CCC1CN(C(=O)Cn2cnc3sccc3c2=O)CCO1 (configuration not stated),-14%
CCNc1oc(/C=C/c2cccc(OC)c2)nc1C#N,i
CC(C)c1cccc(NC(=O)c2ccc3c(c2)NC(=O)CS3)c1,4%
CCOc1ccc(S(=O)(=O)N2CCCC2c2ccc(Cl)cc2)cc1 (configuration not stated),-6%
Cc1cc(OC2CN(C(=O)c3ccccn3)C2)ccc1F,3%[86.2 µM]
CCOc1ccccc1NC(=O)c1nn(-c2ccc(C)cc2)c(=O)n(C)c1=O,-7%
COc1ccc(OC)c(NC(=O)c2nc(-c3ccccc3)oc2C)c1,-5%
N#Cc1ccc(/C=C/C(=O)c2cc3cc(Cl)ccc3o2)cc1,-2%
Cc1ccc(OC(=O)c2cc(-c3ccc(Cl)cc3)on2)c(C)c1,-2%
Cc1ccc(CN2CCCn3nc(C(=O)NCCc4ccc(Cl)cc4)cc3C2=O)cc1,?
COc1ccc(NC(=O)c2nc(S(=O)(=O)Cc3ccc(C)cc3)ncc2Cl)cc1,?
CCc1nnc(NC(=O)CSc2nnc(C(C)NC(=O)c3ccccc3)n2C)s1 (configuration not stated),19%
Cc1ccc(NCC(O)Cn2cnc3c2c(=O)n(C)c(=O)n3C)cc1 (configuration not stated),25%
O=C(Nc1ccc2oc(-c3ccccc3Br)nc2c1)c1ccco1,?
CCn1nc(C(=O)OCC(=O)Nc2ccc(S(=O)(=O)N(C)C)cc2)c2ccccc2c1=O,-19%
Cc1ccc(NC(=O)COc2ccc(Cl)cc2)c(C(=O)O)c1,6%
COc1ccc(C(=O)NCCn2c(C)cnc2-c2ccccc2)cn1,-12%
CCc1ccccc1-n1c(SCC(=O)NC(C)c2cc3ccccc3o2)nnc1N1CCOCC1 (configuration not stated),0%
Cn1c(CNC(=O)C[C@H]2NC(=O)c3ccccc3NC2=O)nc2ccccc21,34%[activator]
Cc1ccc(S(=O)(=O)c2nc(-c3ccc(F)cc3)oc2N2CCOCC2)cc1,-17%
Cc1noc([C@@H]2CN(C(=O)Cc3ccsc3)C[C@H]2C(N)=O)n1,-9%
CCc1ccc(NC(=O)CSc2nc3n[nH]c(C)c3c(=N)n2-c2ccccc2C)cc1,?
CC1(C(=O)O)CCN(C(=O)C2CCCC2)CC1,1%[230 µM]
O=C(Nc1ccc(N2CCOCC2)c(C(=O)O)c1)c1ccc(Br)cc1,?
CCOc1cc(CNC(=O)c2ccc3c(c2)NC(=O)C2CCCCN32)cc(OCC)c1OCC (configuration not stated),?
CCC(=O)Nc1cc(-c2nc3ccccc3s2)c(Cl)cc1Cl,-22%
COc1ccccc1NC(=O)Cn1ccn(-c2cc(C)cc(C)c2)c(=O)c1=O,-2%
O=C(O)c1cccc2c(Cl)cccc12,18%
O=C(c1ccc(C(F)(F)F)cc1)N1CCC2(CC(c3cccc(C(F)(F)F)c3)=NO2)C1 (configuration not stated),?
CCN(CC)S(=O)(=O)c1ccc2c(c1)N(CC(=O)NCc1ccc(F)cc1)C(=O)CO2,-1%
CC(=O)c1ccc(NC(=O)O[C@@H]2CO[C@H]3[C@@H]2OC[C@@H]3NS(=O)(=O)Cc2ccccc2)cc1,4%
c1cnc2c(c1)nc1n2[C@@H](CNC2CCCCC2)COC1,1%[115 µM]
CC1=C(C(=O)Nc2ccccc2)C(c2ccc(F)cc2)N=C(Nc2nc3ccccc3o2)N1 (configuration not stated),7%
COc1cccc(CNC(=O)C2CCN(S(=O)(=O)c3ccc4c(c3)CCCN4C(C)=O)CC2)c1,21%
CN(C)[C@@H]1CN(Cc2ccsc2)CC[C@@H]1CNC(=O)C1CC1,?
CCCn1cc(CNC(=O)c2ccc(CC3CCCNC3)cc2)cn1 (configuration not stated),-24%
O=C(c1ccccc1)N1CCc2nc(-c3ccc(Cl)cc3)nc(-c3ccccc3)c2C1,?
COc1ccc2oc(=O)c(C(=O)NCCc3ccc(OC)c(OC)c3)cc2c1,20%
COc1ccc(CCNC(=O)C(C)n2c(=O)cc(-c3ccccc3)c3c(C)nn(C)c32)cc1OC (configuration not stated),-18%
COc1ccc(OC)c(CNCc2c(C(=O)O)n(Cc3ccccc3)c3cc(OC)ccc23)c1,-10%
CC(CC(=O)Nc1ccc(F)cc1F)n1ccnc1 (configuration not stated),13%
CN1CC(=O)N(C2CCNC2)Cc2c(NC3CCN(Cc4ccccc4)CC3)ncnc21 (configuration not stated),?
CCCCCOc1ccc2c(C)c(CCCCC)c(=O)oc2c1,-9%
Cc1ccc(NC(=O)c2ncoc2-c2cccc(C)c2)cc1,?
CN1CCc2c(c(N3CCOCC3)nc3sc(C(N)=O)c(N)c23)C1,?
CC(C)(C)OC(=O)N1CCC[C@H]1C(=O)N/N=C/c1ccc2nccnc2c1,-10%
CC(NC(=O)C1(N2CCCCC2)Cc2ccccc2C1)c1cnn(C)c1 (configuration not stated),?
CN(Cc1ccc(Cl)cc1)C(=O)c1ccc(Cl)c(S(=O)(=O)NC2CC2)c1,9%
CC1CCCN(S(=O)(=O)c2ccc3c(c2)n(C)c(=O)c(=O)n3C)C1 (configuration not stated),?
CCOCCCN(Cc1ccco1)S(=O)(=O)c1cc2c(cc1Cl)NC(=O)CO2,?
NC(=O)C1CCC(NC(=O)C2(c3cccc(Cl)c3)CCC2)CC1 (configuration not stated),11%
O=[S+]1([O-])NC2(CCCN(Cc3ccccc3C(F)(F)F)C2)CNc2ccccc21 (configuration not stated),-27%
O[C@@H]1CO[C@H]2[C@@H]1OC[C@@H]2n1nnnc1Sc1ncccn1,19%[86.2 µM]
O=C(c1ccccn1)N1CCCCCC1c1nnc(-c2ccccc2)o1 (configuration not stated),-2%
COc1cc(/C=C/C(=O)c2c(O)c3ccccc3oc2=O)cc(OC)c1OC,4%
CC(Sc1nc2c(c(=O)[nH]1)CCCC2)C(=O)Nc1cc(C(F)(F)F)ccc1Cl (configuration not stated),-3%
CN(C)CCNC(=O)c1nc(-c2cccc3[nH]ccc23)no1,6%
COCCCNC(=O)C(NC(=O)c1ccccc1F)C1CCN(C(=O)C2CC2)CC1 (configuration not stated),-7%
N#Cc1c(N)n[nH]c1CCCNc1nc(-c2ccccc2)nc2ccccc12,-6%
Cc1ccc(NS(=O)(=O)c2ccc3c(c2)NC(=O)C(C)C(=O)N3)cc1F (configuration not stated),-18%

# Entries from the list above that contain an aryl thioether with sulfur outside any ring:
SMILES,KDM5B inhibitor
CCc1nnc(NC(=O)CSc2nnc(C(C)NC(=O)c3ccccc3)n2C)s1 (configuration not stated),19%
CCc1ccccc1-n1c(SCC(=O)NC(C)c2cc3ccccc3o2)nnc1N1CCOCC1 (configuration not stated),0%
CCc1ccc(NC(=O)CSc2nc3n[nH]c(C)c3c(=N)n2-c2ccccc2C)cc1,?
O[C@@H]1CO[C@H]2[C@@H]1OC[C@@H]2n1nnnc1Sc1ncccn1,19%[86.2 µM]
CC(Sc1nc2c(c(=O)[nH]1)CCCC2)C(=O)Nc1cc(C(F)(F)F)ccc1Cl (configuration not stated),-3%

# The results go on:
SMILES,KDM5B inhibitor
CN(Cc1cccc(C(F)(F)F)c1)C(=O)c1ccc(Cl)nc1,-14%[86.2 µM]
CCOc1ccccc1NC(=O)c1c(NC(=O)Cc2ccccc2)sc2c1CCCC2,-5%
COc1ccc(CNC(=O)c2cc3c(s2)CCN(C(=O)c2ccccc2)C3)cc1OC,8%
CC(C)Oc1ccc(CNC(=O)c2ccc(Cn3c(=O)c4cccn4c4cccnc43)cc2)cc1,-27%
Clc1ccc(Sc2ccc(Sc3ccc(Cl)cc3)nn2)cc1,22%
O=C1N=C(N2CCOCC2)S/C1=C/c1cc2c(cc1[N+](=O)[O-])OCO2,1%
N#Cc1cccc(CN2Cc3[nH]cnc3C[C@H]2c2nc(-c3ccccc3)no2)c1,?
COc1ccc(OC)c(C(=O)N2CCCC(Nc3ccc(F)cc3)C2)c1 (configuration not stated),29%
c1ccc2[nH]c(C3CCC(Cn4cc(-c5cncnc5)nn4)CC3)nc2c1 (configuration not stated),-16%
O=C(CC(c1ccccc1)c1ccc2c(c1)OCO2)N1CCCCCC1 (configuration not stated),28%
O=C(CN1CCOCC1)NCc1ccccc1Cl,-10%
O=C(c1ccc(OC(F)(F)F)cc1)N1CCC(NS(=O)(=O)c2cccs2)CC1,-2%
Cc1ccc(C(=O)C(C)OC(=O)c2nn(C)c(=O)c3ccccc23)cc1C (configuration not stated),-5%
CCOc1ccc(-c2nc(Cn3c(=O)cc(-c4ccccc4)c4c(C)nn(C)c43)c(C)o2)cc1,-2%
C[C@@H]1CN(C(=O)c2ccc(-c3ccn[nH]3)cc2)CC[C@@]1(O)C1CCOCC1,37%[activator]
CC(=O)Nc1cccc(NC(=O)CSc2nccn2Cc2ccco2)c1,-3%
O=[N+]([O-])c1ccc(SCc2c(F)cccc2Cl)nc1,3%
O=C(Nc1ccc(Cl)cc1)N1CCN(c2ccc3nnc(-c4ccc(F)cc4)n3n2)CC1,?
Cc1cc(CNC(=O)[C@@H]2CCC[C@@H](NCc3nccn3C)CN(C)C(=O)C2)no1,?
O=C(CCC[C@@H]1[C@H]2CCCN3CCC[C@@H](CN1C(=O)C1CCCC1)[C@@H]23)N1CCOCC1,?

# The last 2 records of the part before are carried over, then new ones follow:
SMILES,KDM5B inhibitor
Cc1cc(CNC(=O)[C@@H]2CCC[C@@H](NCc3nccn3C)CN(C)C(=O)C2)no1,?
O=C(CCC[C@@H]1[C@H]2CCCN3CCC[C@@H](CN1C(=O)C1CCCC1)[C@@H]23)N1CCOCC1,?
Cc1noc(C)c1[S+](=O)([O-])N1CCC2(C1)OC(=O)Nc1ccccc12 (configuration not stated),11%
COC(=O)c1cccc(Nc2nc(-c3ccncc3)nc3ccccc23)c1,?
COc1ccc(C(=O)N2CCN(c3cc(C(F)(F)F)nc(C)n3)CC2)cc1,17%
Cc1nc(-c2ccc(S(=O)(=O)Nc3ccc(C)c(Cl)c3)cc2)co1,3%
Cc1ccc(/C=N/NC(=O)CN2CCN(Cc3ccccc3Cl)CC2)o1,14%
COc1ccccc1C(=O)N1CCCCCC1c1nnc(-c2ccccc2)o1 (configuration not stated),7%
c1ccc2c(-c3csc(-c4ccncc4)n3)c[nH]c2c1,24%
CCOC(=O)C1CCC(CNC(=O)N2CCCC2c2ccccc2C)CC1 (configuration not stated),12%
COCCNC(=O)c1ccc2c(c1)N(C)C(CC(=O)NC(C)C)CO2 (configuration not stated),20µM*
CCN(CC)CCCNC(=O)C(=O)Nc1ccc2cc[nH]c2c1,-9%
CC(C)CN1CCNC(=O)C1CC(=O)NC(C)(C)Cc1ccc(F)cc1 (configuration not stated),?
CC(C)COc1cc(=O)n2c(c1C(=O)NCc1ccccc1F)CCCCC2,23%
CCOc1ccc(CN(CCOC)Cc2cc(=O)n3cc(C)ccc3n2)cc1,?
Cc1c(Cl)ccc2sc(NC(=O)c3ccc(S(=O)(=O)N4CCCc5ccccc54)cc3)nc12,12%
Clc1ccc(/C=N/N=C(c2ccccc2)c2ccccc2)cc1,17%
CCc1ccc(-n2nc(C)c3c(C(=O)Nc4cc(C)ccc4C)cc(C)nc32)cc1,-2%
O=C(Nc1ccc2ncnc(N3CCCCC3)c2c1)c1ccsc1,-18%
CC(C)(C)OC(=O)NCCCC(=O)N1CCC(n2c(=O)[nH]c3ccccc32)CC1,15%
CCc1cc(C(=O)N2CCN(C)C3(CCC(=O)N(C)CC3)C2)n(C)n1 (configuration not stated),-7%
CNC(=O)c1cc(-c2ccccc2C)cc2c1OCCN2Cc1cccnc1,?

# Shown with bars between the fields: four of the compounds above.
SMILES | KDM5B inhibitor
CC(C)(C)OC(=O)N1CCC[C@H]1C(=O)N/N=C/c1ccc2nccnc2c1 | -10%
CC(NC(=O)C1(N2CCCCC2)Cc2ccccc2C1)c1cnn(C)c1 (configuration not stated) | ?
CN(Cc1ccc(Cl)cc1)C(=O)c1ccc(Cl)c(S(=O)(=O)NC2CC2)c1 | 9%
CC1CCCN(S(=O)(=O)c2ccc3c(c2)n(C)c(=O)c(=O)n3C)C1 (configuration not stated) | ?

# Further results:
SMILES,KDM5B inhibitor
c1ccc(-c2c3c(ccc4ccccc43)[o+]c3ccc4ccccc4c23)cc1,-27%
CCCN(C)c1nccnc1OC1CCN(C(=O)c2cccc(OC)c2OC)C1 (configuration not stated),-18%
O=C(NCCNc1ccc(C(F)(F)F)cn1)C1CC=CCC1 (configuration not stated),-3%
Cc1ccc(-n2c(=O)c3c(cc(C)n3C)n(CC(=O)Nc3ccc4c(c3)OCO4)c2=O)cc1,-11%
CNC(=O)C(C)Sc1cc(-c2ccccc2)c2ccc(OC)cc2n1 (configuration not stated),?
CC(C)(C)C(=O)NCCCC(=O)NCc1ccco1,10%
O=C(Nc1cc(Cl)ccc1-n1cncn1)C1CC(=O)N(c2ccc3c(c2)OCCO3)C1 (configuration not stated),4%
COc1ccc(CNC(=O)c2oc3ccc(S(=O)(=O)N4CCOCC4)cc3c2C)cc1,20%
CN(C)C(=O)c1cccnc1OC1CCN(S(=O)(=O)c2ccc(F)c(F)c2)C1 (configuration not stated),3%
CCOc1cc(C2N=C(N)Nc3nc4ccccc4n32)cc(Cl)c1O (configuration not stated),-13%
Cc1ccc(CNC(=O)Cn2nc3ccc(SC(C)(C)C)nn3c2=O)cc1,1%
Cc1ccc(-n2c(SCC(=O)Nc3ccc(Br)cc3F)nc3c(=O)[nH]cnc32)cc1,9%
Cc1c(C)n2c3c(=O)[nH]c(=O)n(C)c3nc2n1CCNc1ccccc1Cl,9%
O=C(NC1CCCCCC1)c1nc(Cc2c[nH]c3ccccc23)no1,-3%
O=C1N[C@@H]2CCN(C(=O)c3ccccc3)[C@@H]2C(=O)N1c1ccccc1,25%[86.2 µM]

# Screens as filed in PubChem BioAssay.

# The list is partial; the hit share may differ from the screen's.
